Sm TGR inh – qHTS Assay for the Inhibitors of Schistosoma Mansoni Peroxiredoxins | AID 485364, 2010 | Potency, µM (series often up to 114 µM), for the others: at the top dose activity change, negative = inhibition, actives largely listed as inhibitors | Schistosoma mansoni thioredoxin glutathione reductase (TGR), Q962Y6 | purified TGR, DTNB reduction, TNB absorbance 405 nm | 360,000 tested, 3% active; further: potency means the concentration at half of the fitted maximal effect; nearly all actives have a fitted effect of over 60% in size
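Kinetic colorimetric format: TGR-catalysed, NADPH-driven DTNB reduction monitored via TNB absorbance. Enzyme dispensed at 20 nM; compound exposure 15 min at room temperature before reaction start.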
AMA1-RON2 inh – qHTS for Inhibitors of AMA1-RON; Towards Development of Antimalarial Drug Lead: Primary Screen | Plasmodium falciparum AMA1 (3D7) - RON2 peptide interaction | AlphaScreen AMA1-biotinylated RON2 peptide binding | Potency, µM (series often up to 58.2 µM), for inactives: top-dose activity change, negative = inhibition, usual class: inhibitors | 360,000 tested, 0.2% active;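 further: potency means the concentration at half of the fitted maximal effect; 0% = vehicle wells and -100% = peptide control; nearly all actives have a fitted effect of over 45% in size; some results filed as inactive show a strong effect at the top dose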
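AMA1 (3D7) with his tag at 25 nM final met compounds first, then biotinylated RON2 peptide at 25 nM; detection used donor plus acceptor beads, 10 µg/mL apiece, read by AlphaScreen after 30 min at room temperature.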
Giardia FBPA inh – qHTS Assay for Inhibitors of Fructose-1,6-bisphosphate Aldolase from Giardia Lamblia. A8B2U2. purified Giardia FBPA. Potency, µM (top dose mostly 59.6 µM), inactives show top-dose activity, negative = inhibition, most hits filed as inhibitors. 290,000 tested, 0.71% active; further: potency means the concentration at half of the fitted maximal effect; nearly all actives have a fitted effect of over 55% in size
Target sequence (A8B2U2 whole entry, looked up): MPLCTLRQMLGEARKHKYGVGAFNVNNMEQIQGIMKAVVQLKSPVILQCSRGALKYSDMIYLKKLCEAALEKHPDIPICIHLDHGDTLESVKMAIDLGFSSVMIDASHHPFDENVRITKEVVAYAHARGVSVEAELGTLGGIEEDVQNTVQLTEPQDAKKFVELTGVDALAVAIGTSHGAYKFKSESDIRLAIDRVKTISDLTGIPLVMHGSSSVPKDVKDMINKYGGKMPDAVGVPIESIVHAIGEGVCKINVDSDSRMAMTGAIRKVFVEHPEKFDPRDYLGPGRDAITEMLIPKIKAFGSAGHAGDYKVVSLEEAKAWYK
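40 nM FBPA preincubated 10 min at RT with compound (up to 57.5 uM final), then substrate plus GAPDH/TPI/NAD/arsenate coupling and diaphorase/resazurin added. Fluorescence read after 20 min at RT, 525/598 nm.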
HCMV inh – qHTS Assay for inhibitors of the human cytomegalovirus (HCMV); HFF cells, HCMV-luciferase reporter, 72 h; hits give low values; activity change, negative = inhibition, % at 57.5 µM; 410,000 tested, 4.5% active; in the data active means activity change below about -60%; inconclusive means no clear call, values can overlap the other calls; inactive means above about -39%
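Two compound doses tested in HFFs infected with HCMV-luciferase, MOI 1 PFU/cell, 72 h at 37C. Lysate luminescence read with OneGlo; data normalized against buffer-only and 10uM Salinomycin inhibitor controls.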
AmpC no deterg – qHTS Inhibitors of AmpC Beta-Lactamase (assay without detergent); P00811; AmpC nitrocefin hydrolysis, absorbance 480 nm, 0.0001% Triton; Potency, µM (titrated, usually from 57.1 µM), for the others: at the top dose activity change, negative = inhibition, hits mostly inhibitors; 330,000 tested, 0.52% active;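 further: potency means the concentration at half of the fitted maximal effect; plate controls were no compound for no effect and no enzyme for full effect; nearly all actives have a fitted effect of over 20% in size; some results filed as inactive show a strong effect at the top dose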
Target sequence (P00811 whole entry, looked up): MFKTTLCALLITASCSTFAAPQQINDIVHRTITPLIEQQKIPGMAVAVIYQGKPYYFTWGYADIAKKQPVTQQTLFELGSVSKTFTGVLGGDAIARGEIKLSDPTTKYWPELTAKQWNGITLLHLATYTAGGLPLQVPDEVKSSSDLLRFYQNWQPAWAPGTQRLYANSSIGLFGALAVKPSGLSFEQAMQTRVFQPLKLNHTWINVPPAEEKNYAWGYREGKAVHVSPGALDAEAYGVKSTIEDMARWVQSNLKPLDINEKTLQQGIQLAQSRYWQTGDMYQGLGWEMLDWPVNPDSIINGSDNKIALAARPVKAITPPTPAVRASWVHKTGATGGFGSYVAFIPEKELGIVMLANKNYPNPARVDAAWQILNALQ
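20 mM phosphate pH 7.0 + 0.01% (detergent screen) or 0.0001% Triton X-100; 5.3 nM AmpC reagent; cpd preinc 15 min RT; nitrocefin (800 uM stock) to start; A480 q20 s × 4 min; Activity was normalised to no-enzyme and no-compound control wells.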
AmpC inh detg – qHTS Inhibitors of AmpC Beta-Lactamase (assay with detergent); P00811; AmpC hydrolysis of nitrocefin, absorbance 480 nm, 0.01% Triton; Potency, µM (highest dose often 114 µM), for inactives: at the top dose activity change, negative = inhibition, hits mostly inhibitors; 370,000 tested, 0.041% active;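 further: potency means the concentration at half of the fitted maximal effect; 0% = no-compound wells and -100% = no-enzyme wells; nearly all actives have a fitted effect of over 25% in size; some results filed as inactive show a strong effect at the top dose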
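20 mM phosphate pH 7.0 + 0.01% (detergent screen) or 0.0001% Triton X-100; 5.3 nM AmpC reagent; cpd preinc 15 min RT; nitrocefin (800 uM stock) to start; A480 q20 s × 4 min; Activity was normalised to no-enzyme and no-compound control wells.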
* marks the source's active call; other numbers are inactive results; ? = inconclusive; nt = not tested or not shown; & = joins results of further samples; [ ] = remark or other dose. Unless noted, the call rests on the fitted dose curve; in most records, active means well fitted curve in the direction sought with a large enough effect; inconclusive means small, poorly fitted or top-dose-only effect, or another doubt; inactive means no such curve, though single readings can be large; an effect the other way counts as inactive or inconclusive. Unless noted, on the % scale 0 is the no-effect control and ±100 the full control effect.

SMILES	Sm TGR inh	AMA1-RON2 inh	Giardia FBPA inh	HCMV inh	AmpC no deterg	AmpC inh detg
CCOc1ccccc1-c1nc(C(N)=O)c2[nH]c(=O)n(-c3cccc(C)c3)c2n1	-6.7%	32.8%[activator]	1.7%	-2.2	23.8%	1.5%
Cc1oc(-c2ccc(Cl)cc2)nc1Cn1c(=O)cc(C)c2c(C)nn(-c3ccccc3)c21	1.8%	nt	nt	9.5	nt	15.7%
Cc1ccc(Cl)cc1NC(=S)N(Cc1ccco1)C(C)c1cccs1 (centres undefined)	-8.9%	-1.1%	-11.6%	-32.1	-31.9%	-2.3%
S=C(NCc1ccccc1)NC1CCCCC1	-1.2%	-10.6%	0.1%	4.7	-18.0%	1.3%
Cc1ccc(C(=O)OCC(=O)Nc2sc3c(c2C#N)CCCCC3)cc1NC(=O)c1ccco1	-0.2%	-7.3%	12.7%	46.1	-32.7%	-0.9%
O=C1c2ccccc2C(=O)N1CCc1csc(-c2ccc(F)cc2)n1	17.6%	49.4%[activator]	10.7%	-29.6	4.7%	1.5%
CC(=O)CC1OC(=O)C(Br)=C1NCc1ccccc1 (centres undefined)	3.55µM*	-2.6%	-4.1%	?	-14.6%	-15.9%
COc1ccc(S(=O)(=O)N2CCC(C(=O)NC(C)CCc3ccccc3)CC2)cc1 (centres undefined)	-10.4%	0.0%	2.5%	-10.5	36.7%	1.4%
O=C(c1ccco1)N1CCCN(C(=O)c2ccco2)CC1	-22.1%	-0.8%	5.0%	1.7	-26.3%	-9.8%
C=CCN(C(=O)CNC(=O)c1cccs1)C(C(=O)NC(C)(C)C)c1ccccc1 (centres undefined)	nt	4.9%	2.2%	-33.4	-4.0%	-4.0%
Cc1cccc(CC(=O)Nc2cc(C)c3c(=O)oc4ccccc4c3n2)c1	1.2%	7.5%	0.8%	-36.5	-14.2%	?
CCOC(=O)c1cnn(-c2nc(-c3cccc(F)c3)cs2)c1C(F)(F)F	7.5%	70.2%[activator]	0.9%	-33.8	-23.1%	-12.9%
CCOC(=O)C(=O)N1CCN(CC)CC1	-1.4%	-6.9%	-0.5%	46.2	-13.8%	-9.9%
Cn1c(=O)c2c(SCC(=O)c3ccccc3)nc(C3CC3)nc2n(C)c1=O	0.0%	-2.8%	2.3%	nt	-14.3%	?
CS(=O)(=O)N(Cc1ccccc1)c1ccccn1	0.0%	2.8%	-15.4%	-14.8	-32.2%	8.2%
CS(=O)(=O)N(CC(=O)NCC1CCCO1)Cc1ccc(Cl)cc1 (centres undefined)	0.7%	-3.6%	3.2%	51.1	-12.3%	1.5%
NC1=NC(c2ccccc2)=NC1(NC(=O)c1ccccc1)C(Cl)Cl (centres undefined)	-17.5%	0.0%	-8.7%	-17.6	-15.0%	1.9%
CCc1ccc(NC(=O)CCc2ccc(C)o2)cc1	62.7%[activator]	12.0%	1.2%	35.2	-23.1%	-0.4%
COc1cccc(-c2nnc3n2N=C(c2cc(OC)ccc2OC)CS3)c1	-1.5%	11.5%	-5.9%&-0.6%	-61.9*	-18.2%	-12.2%
Cc1cccc(NC(=S)NCc2ccccc2Cl)c1C	10.2%	-0.7%	-8.5%	90.6	-25.6%	5.8%
O=C(COC(=O)c1ccc(Br)cc1)NCCN1C(=O)CSC1=O	-5.1%	1.0%	0.4%	-30.7	-4.1%	2.7%
O=C(CCC(=O)c1ccc(F)cc1)Nc1cccnc1	-1.8%	2.6%	-0.8%	2.6	-12.5%	-2.8%
O=C(N=C1SC2CS(=O)(=O)CC2N1c1ccc(Br)cc1)C1CCCO1 (centres undefined)	1.7%	2.1%	nt	36.1	2.9%	-1.4%
Cc1cc(Br)cc(C)c1OCC(=O)NNC(=O)CCC(=O)NCc1ccccc1	1.2%	74.1%[activator]	1.3%	-10.0	-30.9%	6.3%
COCCCN(Cc1ccco1)C(=O)c1cc2c(s1)-c1ccc(Cl)cc1S(=O)(=O)C2	-0.1%	7.2%	6.7%	1.7	44.1%	?
COc1cccc(CNC(=O)CCc2nnc3ccc(NCCCN4CCCC4=O)nn23)c1	-7.7%	3.4%	2.5%	-37.3	2.2%	-7.5%
COc1cccc2c1OCC(CN1CCN(Cc3ccccc3)C(CCO)C1)=C2 (centres undefined)	-3.0%	1.5%	0.0%	4.0	130.8%[activator]	6.8%
Cc1ccc(NC(=O)Cn2nnc(-c3ccccc3-n3cnnn3)n2)c(C)c1	-13.0%	-4.0%	5.8%	-37.7	-28.1%	1.6%
CC1(C)C2CCC1(CS(=O)(=O)NCc1ccc(Cl)cc1Cl)C(=O)C2 (centres undefined)	11.6%	-6.2%	7.9%	6.0	-11.0%	3.9%
CCOc1ccc(NC(=S)NC(=O)Cc2ccccc2)cc1	?	34.5%[activator]	-1.5%	?	-44.4%	2.9%
O=C(COC(=O)c1ccncc1)Nc1cc(S(=O)(=O)N2CCOCC2)ccc1Cl	-11.4%	8.2%	nt	0.0	-6.2%	-14.3%
CCCn1nc(NC(=O)c2cccs2)c2cc3cccc(C)c3nc21	-31.4%	51.1%[activator]	-13.2%	-6.5	-32.9%	-0.2%
Cc1ccc(NC(=O)c2cc(-c3ccco3)on2)cc1	1.3%	3.5%	?	11.3	1.1%	-7.7%
O=C(c1ccc2c3c(cccc13)CC2)C1CCCN(CC2CC2)C1 (centres undefined)	4.5%	-25.8%	-1.3%	?	53.5%	2.3%
Cc1cc(NC(=O)Nc2ccc(Cl)cc2)no1	16.9%	2.9%	7.9%	18.0	-25.6%	-1.4%
O=C(c1cnn(-c2ccccc2)c1-n1cccc1)N1CCN(C2CCCCC2)CC1	-16.0%	-4.0%	3.3%	28.0	1.1%	-2.9%
CCC(C)NC(=O)C1(NC(=O)Nc2ccccc2)CCCCC1 (centres undefined)	-12.9%	5.9%	1.6%	1.4	-14.4%	2.0%
CSc1cccc(NC(=O)c2cnn3ccccc23)c1	5.4%	0.0%	-19.2%	114.7	-29.4%	-0.7%
COc1ccc(Br)cc1C(=O)Nc1cccc2ncccc12	-5.4%	-3.9%	-2.6%	-39.2	-6.3%	4.9%
COCCNP(=O)(c1ccccc1)c1nc2ccccc2s1 (centres undefined)	10.3%	nt	2.3%	nt	-6.3%	-5.0%
O=C(Cn1ccc2cc(S(=O)(=O)N3CCCC3)ccc21)NCCc1ccccc1	-1.7%	0.0%	18.7%	-4.4	-18.1%	0.3%
CNC(=O)c1c(NC(=O)c2ccc(S(=O)(=O)N3CCCCC3C)cc2)sc2c1CCN(C)C2 (centres undefined)	-27.8%	-0.9%	nt	6.0	156.7%[activator]	-7.7%
COc1ccccc1CNC(=O)COC(=O)c1ccc(N2CCCC2=O)cc1	-30.5%	1.5%	nt	0.0	-20.5%	4.7%
COc1ccc(C(=O)OCC(=O)c2ccccc2)cc1S(=O)(=O)N1CCOCC1	4.4%	-0.2%	8.4%	-12.6	96.1%[activator]	-0.4%
C=CCc1c(C)nc(SC)nc1Nc1ccc(C(C)=O)cc1	?	-2.5%	-4.3%	11.4	27.2%	?
O=C(CSc1ncn[nH]1)NCc1ccc(Cl)cc1	-4.6%	27.5%	-4.6%	-11.0	1.6%	-12.9%
Cc1nnc(SCC(=O)Nc2ccc3c(c2)OCO3)[nH]c1=O	20.6%	-3.8%	9.8%	-3.8	-9.8%	2.1%
COc1cc(-c2nnc(SCCOc3ccc(Cl)cc3)o2)cc(OC)c1OC	-9.6%	nt	nt	-3.4	nt	24.9%
COc1ccc2oc(=O)c(C(=O)NCCc3c(C)[nH]c4ccc(F)cc34)cc2c1	8.9%	nt	nt	-8.9	nt	0.5%
O=C(c1cc(S(=O)(=O)N2CCOCC2)ccc1Cl)N1CCOCC1	-0.8%	-6.5%	1.1%	8.2	-4.6%	1.4%
COc1ccc2oc(C(=O)OCC(=O)N(C)C3CCS(=O)(=O)C3)c(C)c2c1 (centres undefined)	-1.0%	-6.8%	nt	-3.5	5.5%	0.0%
CCOCCCNC(=O)CN1C(=O)CSc2ccc(S(=O)(=O)N3CCOCC3)cc21	4.0%	12.4%	-4.2%	0.0	4.8%	-1.4%
O=C(c1ccccc1)N1CCN(CCc2ccccn2)CC1	-0.1%&-0.9%	12.3%	7.8%	-17.0&9.1	-7.8%	-8.6%&10.3%
O=C(NCCN1CCCC1)c1ccccc1Cl	4.2%	21.2%	-2.9%	-39.2	-6.8%	-1.6%
Cc1cccc(C)c1OCCn1nc(C(=O)O)c2ccccc2c1=O	-18.1%	-3.8%	-4.0%	-26.7	0.0%	2.7%
CCOC(=O)CNC(=O)CNC(=O)c1ccc(OCC(C)C)cc1	-0.1%	10.0%	-1.7%	4.7	-2.2%	-23.0%
CCCCn1c(=O)[nH]c(=O)c2c1nc(-c1ccncc1)n2CCOC	4.0%	9.7%	3.6%	-6.9	-10.2%	-3.1%
c1ccc(NC2=NCCCCS2)cc1	-21.3%	2.8%	3.3%	-11.9	-5.2%	1.9%
COCCn1c(-c2ccc(-c3ccccc3Cl)o2)nc2c1c(=O)[nH]c(=O)n2CC(C)C	31.6µM*	-11.6%	-0.5%	36.5	-39.3%	1.3%
O=C(O)C1CCC(N2C(=O)C3CCCCC3C2=O)CC1 (centres undefined)	4.9%	-6.8%	1.5%	10.6	-19.2%	-13.6%

Full records from above.
`COc1ccc2oc(C(=O)OCC(=O)N(C)C3CCS(=O)(=O)C3)c(C)c2c1` (centres undefined) across the screens: Sm TGR inh = -1.0%; AMA1-RON2 inh = -6.8%; Giardia FBPA inh = nt; HCMV inh = -3.5; AmpC no deterg = 5.5%; AmpC inh detg = 0.0%
`CCCCn1c(=O)[nH]c(=O)c2c1nc(-c1ccncc1)n2CCOC` across the screens: Sm TGR inh = 4.0%; AMA1-RON2 inh = 9.7%; Giardia FBPA inh = 3.6%; HCMV inh = -6.9; AmpC no deterg = -10.2%; AmpC inh detg = -3.1%

Further entries follow.
SMILES	Sm TGR inh	AMA1-RON2 inh	Giardia FBPA inh	HCMV inh	AmpC no deterg	AmpC inh detg
O=C(c1ccccc1-c1ccccc1)N1CCCCC1	-4.2%	-5.3%	-0.4%	-36.6	-0.5%	4.7%
CC(=O)Nc1ccc(NC(=O)Cn2ccc([N+](=O)[O-])n2)cc1	nt	-7.3%	4.7%	-38.5	-14.2%	-12.8%
CN1CCN(CC#CC(C)(O)C2CC3C=CC2C3)CC1 (centres undefined)	?	-11.3%	-24.1%	-11.0	-0.6%	-9.6%
COCCNC(=O)c1ccccc1NC(=O)c1ccccc1N(C)S(C)(=O)=O	-4.4%	0.5%	-0.3%	-21.7	-8.2%	?

Taken from above:
For AmpC inh detg, `CC(=O)Nc1ccc(NC(=O)Cn2ccc([N+](=O)[O-])n2)cc1` has the entry -12.8%
For Sm TGR inh, `O=C(c1ccccc1-c1ccccc1)N1CCCCC1` has the entry -4.2%
For HCMV inh, `CN1CCN(CC#CC(C)(O)C2CC3C=CC2C3)CC1` (centres undefined) has the entry -11.0
For HCMV inh, `COCCNC(=O)c1ccccc1NC(=O)c1ccccc1N(C)S(C)(=O)=O` has the entry -21.7

Source: PubChem

Not a hit list. Share with any hit: about 7.8%.
